Assay outcomes from PubChem BioAssay.
S1P3 antagonist: S1P3 receptor antagonists, primary screen, cell-based; inhibition, % at 4.98 µM; CHO S1P3 NFAT-BLA reporter, FRET fluorescence, antagonist mode; AID 485, 2006; 170,000 tested, 0.27% active;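 active = inhibition above the plate cutoff, the mean inhibition of test wells on that plate plus 3 SD, cut at about 28% in these data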;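 note: cells challenged with S1P at its EC80 of 0.8 µM; blue over green emission ratio from cleaved BLA substrate after 4 h stimulation; 0% = S1P-stimulated wells and 100% = unstimulated DMSO-only wells; some compounds past the cut are filed as inactive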
Target sequence (Q99500 whole entry, looked up): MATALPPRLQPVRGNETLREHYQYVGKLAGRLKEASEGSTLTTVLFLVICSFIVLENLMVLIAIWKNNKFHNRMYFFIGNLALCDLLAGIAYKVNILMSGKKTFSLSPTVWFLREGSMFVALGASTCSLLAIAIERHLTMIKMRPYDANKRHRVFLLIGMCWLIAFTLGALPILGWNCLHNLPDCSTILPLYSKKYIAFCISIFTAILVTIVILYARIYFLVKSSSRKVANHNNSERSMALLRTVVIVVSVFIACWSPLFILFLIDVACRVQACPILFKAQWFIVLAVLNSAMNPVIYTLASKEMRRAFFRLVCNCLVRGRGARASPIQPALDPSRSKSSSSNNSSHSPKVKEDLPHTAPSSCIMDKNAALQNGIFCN
PMI act hi M6P: human PMI activators, high substrate, primary screen, biochemical, fluorescence intensity, near-saturating mannose 6-phosphate. coupled PMI enzyme assay, resazurin fluorescence, 20 min; hits give high values; 1 = untreated enzyme, 0 = substrate-free blank. 190,000 tested, 0.34% active. activation factor at 20 µM. Mannose-6-phosphate isomerase (Homo sapiens), P34949. AID 1216, 2008;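 active = activation factor of 2 or more at 20 µM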
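Test system: human PMI in coupled enzyme assay; Input: PMI at 15 ng/mL final; Medium: HEPES buffer, pH 7.4; Schedule: 20 min incubation at room temperature; Technique: resorufin fluorescence at Ex 544/Em 590 nm; Compound: 20 µM single dose; Probe or stimulus: Near-saturating mannose-6-phosphate, 1.0 mM.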
PMI activator: activators of human PMI, primary screen, biochemical, fluorescence intensity, near-Km mannose 6-phosphate; Mannose-6-phosphate isomerase (Homo sapiens), P34949; purified human PMI, coupled resazurin fluorescence, 20 min; hits give high values; 1 = vehicle control, 0 substrate-free wells; activation factor at 20 µM; 190,000 tested, 0.005% active;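 active = activation factor of 2 or more at 20 µM, relative to plate controls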
PPARg SRC3 recr: PPARgamma agonists recruiting SRC-3 coactivator, primary screen, biochemical; Peroxisome proliferator-activated receptor gamma (Homo sapiens), P37231; biochemical PPARgamma/SRC-3 coactivator recruitment assay; activation, % at 8 µM; 200,000 tested, 0.26% active; in the data active = activation above about 23%;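 note: 0% = DMSO and 100% = reference agonist; some compounds past the cut are filed as inactive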
Diaphorase act: compounds boosting diaphorase resazurin reduction – biochemical, uHTS, resorufin fluorescence, counter-screen for diaphorase-coupled primary assays, primary screen. activation factor at 20 µM. Diaphorase/resazurin coupled assay, 16 min; hits give high values; 1 = vehicle wells, 0 = NADH-free wells. 190,000 tested, 0.005% active. AID 1229, 2008;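 active = diaphorase activity raised at least twofold by the compound at 20 µM; inactive = activation factor below 2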
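Assay system: bacterial diaphorase enzyme (C. kluyveri) / Input: enzyme 0.07 U/mL final / Medium: 50 mM HEPES pH 7.4 with 4.542 mM MgCl2, 0.005% Tween 20 / Doses: single compound dose of 20 µM, 1% DMSO final / Incubation: 16 min enzyme reaction, ambient temperature / Signal: fluorescence, excitation 544 nm and emission 590 nm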
G6PDH CS: L. mesenteroides G6PDH inhibitors, counter-screen for G6PDH-coupled screening assays, biochemical, Leuconostoc mesenteroides enzyme | Purified L. mesenteroides G6PDH, diaphorase/resazurin coupled fluorescence, 45 min | inhibition, % at 5 µM | 200,000 tested, 0.12% active; in the data active = inhibition above about 50%
PPARg SRC-2 ag: agonists of PPARg-SRC-2 recruitment, primary screen, biochemical, HTS | Peroxisome proliferator-activated receptor gamma (Homo sapiens), P37231 | AID 1032, 2008 | 200,000 tested, 0.34% active | PPARgamma LBD-SRC-2 recruitment | activation, % at 8 µM; in the data active = activation above about 22%;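 note: 0% = vehicle and 100% = reference agonist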
TR-FRET SRC-2 ct: TR-FRET signal artefacts, primary screen, artefact control for PPARgamma SRC-2 agonist project, biochemical; TR-FRET artefact counter-screen; hits give high values; TR-FRET ratio at 8 µM; 200,000 tested, 0.4% active; AID 1049, 2008; in the data active = TR-FRET ratio above about 2000; note: inactives centre near 1500
PPARg SRC-1 ag: PPARgamma agonists recruiting SRC-1 coactivator, primary screen, biochemical; Peroxisome proliferator-activated receptor gamma (Homo sapiens), P37231; PPARgamma-SRC-1 coactivator recruitment biochemical assay; activation, % at 8 µM; 200,000 tested, 0.41% active; AID 631, 2007; in the data active = activation above about 19%;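 note: 0% = DMSO and 100% = reference agonist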
ROMK mod: ROMK potassium channel modulators, primary screen, cell-based, thallium flux, MLSMR library; B-score at 10 µM; AID 1918, 2009; Tet-inducible ROMK, thallium flux fluorescence; actives lie on both sides; 130,000 tested, 2% active; ATP-sensitive inward rectifier potassium channel 1 (Homo sapiens), P48048;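 active = signal ratio slope over the read window, or its plate-corrected B-score, at least 3 SD from the plate mean, either direction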;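 note: B-score of the F/F0 ratio slope over 7 to 12 s after thallium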
Target sequence (P48048 whole entry, looked up): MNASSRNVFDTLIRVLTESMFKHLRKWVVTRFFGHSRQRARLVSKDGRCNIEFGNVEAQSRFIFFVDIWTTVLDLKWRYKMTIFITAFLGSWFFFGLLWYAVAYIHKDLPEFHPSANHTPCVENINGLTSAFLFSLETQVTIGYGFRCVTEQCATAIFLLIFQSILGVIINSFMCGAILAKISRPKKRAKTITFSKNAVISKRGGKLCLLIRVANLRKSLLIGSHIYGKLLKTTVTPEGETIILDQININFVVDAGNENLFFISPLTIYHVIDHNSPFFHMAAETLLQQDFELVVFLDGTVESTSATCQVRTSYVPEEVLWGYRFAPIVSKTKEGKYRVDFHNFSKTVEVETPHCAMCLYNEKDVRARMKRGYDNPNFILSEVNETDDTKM
Diaph inh CS: diaphorase inhibitors and chemical oxidizers, primary screen, counter-screen for diaphorase-coupled primary assays, biochemical, uHTS, resorufin fluorescence | inhibition, % at 20 µM | diaphorase resazurin-to-resorufin fluorescence, NADH, 16 min; bacterial (C. kluyveri) enzyme, not human | AID 1217, 2008 | 190,000 tested, 0.69% active;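 active = primary screen inhibition at 20 µM above a set limit, cut at about 50% in these data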;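 note: plate controls were DMSO with full reaction for no effect and wells lacking NADH for full effect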
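Test system: bacterial diaphorase enzyme (C. kluyveri); Quantity: 0.14 U/mL diaphorase, enzyme working solution; Times: reaction incubation of 16 min at room temperature; Measured by: fluorescence of resorufin formed from resazurin, Ex 544/Em 590 nm; Benchmarks: positive control minus NADH, DMSO neutral control.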
Active calls of the source: *.

What do the screens show for `Cc1[nH]c2ccccc2c1CCN(Cc1cccs1)C(=S)Nc1ccccc1`?
S1P3 antagonist: 4.3; PMI act hi M6P: 0.9; PMI activator: 0.9; PPARg SRC3 recr: -0.2; Diaphorase act: 0.9; G6PDH CS: 7.4; PPARg SRC-2 ag: -0.9; TR-FRET SRC-2 ct: 1305; PPARg SRC-1 ag: -4.1; ROMK mod: 0.756; Diaph inh CS: 11.2

Results for CCC(C)C(NC(=O)C1CCC(C)CC1)C(=O)NC(CCSC)C(=O)OC (stereo not given) ?
PMI act hi M6P: 1; PMI activator: 1; PPARg SRC3 recr: 1.6; Diaphorase act: 0.9; G6PDH CS: -0.8; PPARg SRC-2 ag: 8.2; TR-FRET SRC-2 ct: 1604; PPARg SRC-1 ag: 4.9; ROMK mod: 0.266; Diaph inh CS: 10.2

Results for Cc1cccc(Cc2cnc(NC(=O)CN3C(=O)/C(=C/c4ccccc4)SC3=S)s2)c1 ?
PMI act hi M6P: 1.1; PMI activator: 1; PPARg SRC3 recr: 0.1; Diaphorase act: 0.9; G6PDH CS: 11.3; PPARg SRC-2 ag: 0.4; TR-FRET SRC-2 ct: 1564; PPARg SRC-1 ag: -2.1; ROMK mod: 0.698; Diaph inh CS: 10.5

How did CC(=O)c1ccc(OCCCC(=O)OCc2nnc(-c3ccc(Cl)cc3)o2)cc1 do in these assays?
S1P3 antagonist: -31.1; PMI act hi M6P: 0.9; PMI activator: 0.9; PPARg SRC3 recr: 6.0; Diaphorase act: 0.7; G6PDH CS: 1.4; PPARg SRC-2 ag: 10.0; TR-FRET SRC-2 ct: 1537; PPARg SRC-1 ag: 0.1; ROMK mod: -0.389; Diaph inh CS: 28.1

Results for Cc1sc2c(c1C)CN(C1CC(C)(C)NC(C)(C)C1)CN2C(=O)c1ccco1 ?
S1P3 antagonist: 17.0; PMI act hi M6P: 0.8; PMI activator: 0.8; PPARg SRC3 recr: -4.1; Diaphorase act: 0.8; G6PDH CS: -12.8; PPARg SRC-2 ag: -5.0; TR-FRET SRC-2 ct: 1482; PPARg SRC-1 ag: -0.9; Diaph inh CS: 15.8

How did Cc1cc(C)nc(SCCn2c(N3CC(C)OC(C)C3)nc3c2c(=O)n(C)c(=O)n3C)n1 (stereo not given) do in these assays?
S1P3 antagonist: -9.6; PMI act hi M6P: 1.1; PMI activator: 1.1; PPARg SRC3 recr: 5.3; Diaphorase act: 1; G6PDH CS: 6.4; PPARg SRC-2 ag: 6.1; TR-FRET SRC-2 ct: 1589; PPARg SRC-1 ag: 9.4; Diaph inh CS: 3.0

Results for O=C(N/N=C/c1ccccc1Cl)c1ccc(F)cc1 ?
PMI act hi M6P: 1; PMI activator: 1; PPARg SRC3 recr: 0.2; Diaphorase act: 0.9; G6PDH CS: -0.5; PPARg SRC-2 ag: 4.3; TR-FRET SRC-2 ct: 1503; PPARg SRC-1 ag: 1.5; ROMK mod: 1.47; Diaph inh CS: 8.3

Results for C=CC[n+]1c(C)csc1Nc1ccc(C)cc1 ?
S1P3 antagonist: 0.2; PMI act hi M6P: 1.1; PMI activator: 1.1; PPARg SRC3 recr: -4.1; Diaphorase act: 0.9; G6PDH CS: 5.9; PPARg SRC-2 ag: -10.6; TR-FRET SRC-2 ct: 1356; PPARg SRC-1 ag: -0.3; ROMK mod: 0.167; Diaph inh CS: 8.4

Results for CCNC(=S)N/N=C/c1cccc(OCc2c(F)cccc2Cl)c1 ?
S1P3 antagonist: -7.2; PMI act hi M6P: 1; PMI activator: 0.9; PPARg SRC3 recr: -0.6; Diaphorase act: 0.9; G6PDH CS: 12.6; PPARg SRC-2 ag: 4.6; TR-FRET SRC-2 ct: 1430; PPARg SRC-1 ag: -8.3; Diaph inh CS: 7.2

Results for O=C(NC1CCCCC1)/C(=N\O)c1ccccn1 ?
S1P3 antagonist: -4.2; PMI act hi M6P: 0.9; PMI activator: 1; PPARg SRC3 recr: 5.0; Diaphorase act: 0.9; G6PDH CS: -1.4; PPARg SRC-2 ag: 11.1; TR-FRET SRC-2 ct: 1494; PPARg SRC-1 ag: -1.1; ROMK mod: -0.359; Diaph inh CS: 6.4

What do the screens show for `CCCCSc1nc(C)[nH]c1[N+](=O)[O-]`?
PMI act hi M6P: 2*; PMI activator: 1.7; PPARg SRC3 recr: -0.7; Diaphorase act: 0.8; G6PDH CS: 2.2; PPARg SRC-2 ag: 11.7; TR-FRET SRC-2 ct: 1709; PPARg SRC-1 ag: 3.2; ROMK mod: 0.19; Diaph inh CS: 15.4

Results for CCCCn1c(NC(C)=O)c(C#N)c2nc3ccccc3nc21 ?
S1P3 antagonist: 13.2; PMI act hi M6P: 0.4; PMI activator: 0.8; PPARg SRC3 recr: 9.6; Diaphorase act: 0.9; G6PDH CS: 42.8; PPARg SRC-2 ag: 9.4; TR-FRET SRC-2 ct: 1638; PPARg SRC-1 ag: 2.9; Diaph inh CS: 13.0

How did CCOC(=O)c1c(C)nc2sc3c(=O)n(-c4ccc(C)cc4)cnc3c2c1-c1ccc(OC)cc1 do in these assays?
PMI act hi M6P: 1; PMI activator: 1; PPARg SRC3 recr: -3.6; Diaphorase act: 0.8; G6PDH CS: -2.9; PPARg SRC-2 ag: 5.3; TR-FRET SRC-2 ct: 1393; PPARg SRC-1 ag: -10.4; Diaph inh CS: 20.8

What do the screens show for `N/C(=N\OS(=O)(=O)c1ccc(Cl)cc1)c1ccccn1`?
S1P3 antagonist: -18.1; PMI act hi M6P: 1.1; PMI activator: 1.2; PPARg SRC3 recr: -0.6; Diaphorase act: 1; G6PDH CS: 6.8; PPARg SRC-2 ag: -1.4; TR-FRET SRC-2 ct: 1649; PPARg SRC-1 ag: 4.9; ROMK mod: 0.33; Diaph inh CS: 4.3

Results for CC1CCCCN1CCNS(=O)(=O)c1ccc2c(c1)oc(=O)n2C (stereo not given) ?
S1P3 antagonist: -3.0; PMI act hi M6P: 0.9; PMI activator: 0.9; PPARg SRC3 recr: -3.1; Diaphorase act: 1; G6PDH CS: -15.1; PPARg SRC-2 ag: -0.8; TR-FRET SRC-2 ct: 1486; PPARg SRC-1 ag: 10.8; Diaph inh CS: 3.2

At a glance, 2 of the compounds above.
What do the screens show for `CCCCSc1nc(C)[nH]c1[N+](=O)[O-]`?
PMI act hi M6P: 2*; PMI activator: 1.7; PPARg SRC3 recr: -0.7; Diaphorase act: 0.8; G6PDH CS: 2.2; PPARg SRC-2 ag: 11.7; TR-FRET SRC-2 ct: 1709; PPARg SRC-1 ag: 3.2; ROMK mod: 0.19; Diaph inh CS: 15.4

Results for CCCCn1c(NC(C)=O)c(C#N)c2nc3ccccc3nc21 ?
S1P3 antagonist: 13.2; PMI act hi M6P: 0.4; PMI activator: 0.8; PPARg SRC3 recr: 9.6; Diaphorase act: 0.9; G6PDH CS: 42.8; PPARg SRC-2 ag: 9.4; TR-FRET SRC-2 ct: 1638; PPARg SRC-1 ag: 2.9; Diaph inh CS: 13.0

(further entries)
How did CC(C)CCNC(=S)Nc1ccc([N+](=O)[O-])cc1 do in these assays?
S1P3 antagonist: 12.6; PMI act hi M6P: 0.9; PMI activator: 0.9; PPARg SRC3 recr: 1.2; Diaphorase act: 0.8; G6PDH CS: 7.7; PPARg SRC-2 ag: 8.0; TR-FRET SRC-2 ct: 1781; PPARg SRC-1 ag: 7.1; ROMK mod: 2.25; Diaph inh CS: 18.2

What do the screens show for `C#CC[N+]1(CC#Cc2ccccc2)CCOCC1`?
PMI act hi M6P: 1; PMI activator: 1; PPARg SRC3 recr: 0.2; Diaphorase act: 0.9; G6PDH CS: 4.1; PPARg SRC-2 ag: 5.3; TR-FRET SRC-2 ct: 1425; PPARg SRC-1 ag: 1.2; Diaph inh CS: 7.4

What do the screens show for `CCOc1ccccc1NC(=O)CSc1nc(N)c(C#N)cc1C#N`?
S1P3 antagonist: -5.1; PMI act hi M6P: 1; PMI activator: 1; PPARg SRC3 recr: -0.4; Diaphorase act: 0.9; G6PDH CS: 9.3; PPARg SRC-2 ag: 2.9; TR-FRET SRC-2 ct: 1496; PPARg SRC-1 ag: 3.5; Diaph inh CS: 7.3

How did O=S(=O)(c1ccccc1)N1CCC(O)(CSc2ccc(Cl)cc2)CC1 do in these assays?
PMI act hi M6P: 1; PMI activator: 0.9; PPARg SRC3 recr: 0.4; Diaphorase act: 0.9; G6PDH CS: -4.6; PPARg SRC-2 ag: 5.1; TR-FRET SRC-2 ct: 1658; PPARg SRC-1 ag: 6.3; Diaph inh CS: 10.0

What do the screens show for `OC(CNCc1ccccc1)(c1ccc(F)cc1)c1ccc(F)cc1`?
PMI act hi M6P: 0.9; PMI activator: 0.8; PPARg SRC3 recr: -3.0; Diaphorase act: 0.8; G6PDH CS: -12.3; PPARg SRC-2 ag: -8.1; TR-FRET SRC-2 ct: 1424; PPARg SRC-1 ag: -13.0; Diaph inh CS: 19.0

Results for N#CC(c1nc2ccccc2nc1N1CCCCC1)S(=O)(=O)c1ccc(Cl)cc1 (stereo not given) ?
S1P3 antagonist: 1.0; PMI act hi M6P: 1.6; PMI activator: 1.1; Diaphorase act: 0.8; G6PDH CS: 7.9; Diaph inh CS: 24.6

What do the screens show for `Cc1ccc(-n2nnnc2SCC(=O)NC2CCCc3ccccc32)c(C)c1` (stereo not given)?
S1P3 antagonist: -0.9; PMI act hi M6P: 0.8; PMI activator: 0.8; PPARg SRC3 recr: 3.4; Diaphorase act: 0.7; G6PDH CS: 4.6; PPARg SRC-2 ag: 7.8; TR-FRET SRC-2 ct: 1581; PPARg SRC-1 ag: -7.8; ROMK mod: -0.19; Diaph inh CS: 25.6

Results for COc1ccc(NC(=O)C2CCN(C(=O)Cc3ccccc3)CC2)cc1OC ?
S1P3 antagonist: -3.5; PMI act hi M6P: 0.9; PMI activator: 1; PPARg SRC3 recr: 3.7; Diaphorase act: 0.9; G6PDH CS: -1.3; PPARg SRC-2 ag: 5.4; TR-FRET SRC-2 ct: 1630; PPARg SRC-1 ag: 3.5; ROMK mod: 0.682; Diaph inh CS: 9.9
